CRFBP-R2 agonist = agonists of CRF-BP/CRF-R2 complex, primary screen, cell-based, HEK293, calcium dye fluorescence, uHTS. CRF-binding protein / CRF receptor 2 complex (human). 350,000 tested, 0.46% active. calcium dye fluorescence (FLIPR); percent of saturating CRF peptide response. activation, % at 13.2 µM;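 active = activation of at least 50%, plus an integration ratio under a set limit after plate pattern correction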;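 also: plate controls were neutral control wells without compound for no effect and CRF at EC100 for full effect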
PHOSPHO1 inh = PubChem AID 1565. 290,000 tested, 1.1% active. recombinant PHOSPHO1, absorbance phosphatase assay. Phosphoethanolamine/phosphocholine phosphatase (Homo sapiens), Q8TCT1. inhibition, % at 13.3 µM; in the data active = inhibition above about 60%
Target sequence (Q8TCT1 whole entry, looked up): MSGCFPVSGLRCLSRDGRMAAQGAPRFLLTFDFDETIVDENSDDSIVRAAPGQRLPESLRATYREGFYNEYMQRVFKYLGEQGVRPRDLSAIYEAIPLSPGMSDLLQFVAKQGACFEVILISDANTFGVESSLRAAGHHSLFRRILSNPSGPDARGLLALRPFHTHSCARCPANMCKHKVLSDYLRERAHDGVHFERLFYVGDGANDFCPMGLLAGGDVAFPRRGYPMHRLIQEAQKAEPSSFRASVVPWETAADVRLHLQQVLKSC
GalR3 antag = GalR3 antagonists in HEK293 cells, primary screen, cell-based, fluorescence readout; Galanin receptor type 3 (Homo sapiens), O60755; HEK293 GalR3-CNG cAMP membrane potential fluorescence; galR3 body fused to GalR1 C-terminus; inhibition, % at 3 µM; 360,000 tested, 0.44% active; AID 651719, 2012;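 active = inhibition above the screen-wide average plus 3 SD, cut at about 13% in these data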;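 also: forskolin and galanin both at EC90 stimulate the cells; cAMP rise reported by CNG channel membrane potential dye signal; 0% = forskolin plus galanin with DMSO and 100% = forskolin alone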
Target sequence (O60755 1-299 limits assumed): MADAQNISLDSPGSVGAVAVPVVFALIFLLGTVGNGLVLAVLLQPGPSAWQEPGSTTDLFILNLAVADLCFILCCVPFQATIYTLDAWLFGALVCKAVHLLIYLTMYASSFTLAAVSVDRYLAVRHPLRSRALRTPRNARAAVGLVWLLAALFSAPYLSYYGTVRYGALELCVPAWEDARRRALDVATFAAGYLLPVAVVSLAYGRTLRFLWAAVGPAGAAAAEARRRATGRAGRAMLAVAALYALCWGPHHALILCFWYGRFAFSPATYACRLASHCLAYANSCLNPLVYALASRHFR
CRFR2-BP antag = antagonists of CRF-BP/CRF-R2 complex, primary screen, cell-based, HEK293, calcium dye fluorescence, uHTS; CRF-induced calcium fluorescence; inhibition, % at 11.8 µM; 350,000 tested, 0.59% active;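 active = inhibition of the ligand-induced calcium signal above about 50% at the single tested concentration, limit read from the data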
MEKK3 PB1 HTS = modulators of MEKK3-MEK5 PB1 binding, primary screen, biochemical, wildtype MEKK3, multiplex bead flow cytometry, Alexa488-MEK5 | binding response (% of control), % at 10 µM | 290,000 tested, 1.4% active | Mitogen-activated protein kinase kinase kinase 3 (Homo sapiens), Q99759 | AID 1529, 2009 | bead-based flow cytometry, Alexa488-MEK5 binding to MEKK3; actives lie on both sides; 0 = blocked by unlabeled MEK5, 100 = vehicle;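 active = binding response more than 3 SD above or below the average of its plate-row segment, actives on both sides; inconclusive = wells at one plate position flagged as instrument error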;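 also: Alexa488 bead fluorescence after subtracting the streptavidin-only scavenger bead signal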
IDE cell inh = human IDE inhibitors in live cells, primary screen, fluorescence polarization, HEK cells, FAbetaB substrate. Insulin-degrading enzyme (Homo sapiens), P14735. FAbetaB cleavage. inhibition, % at 5.59 µM. 320,000 tested, 0.41% active;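 active = percent inhibition above the average of all tested compounds plus 3 SD, set per screening campaign, cut at about 16% in these data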;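 also: IDE supplied by intact live HEK cells; FP after avidin binding of uncleaved biotin substrate so inhibition keeps polarization high; 0% = DMSO wells and 100% = 60 µM reference IDE inhibitor Ii1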
IDE cell activ = human IDE activators in live cells, primary screen, fluorescence polarization, HEK cells, FAbeta-B substrate. Insulin-degrading enzyme (Homo sapiens), P14735. FAbeta-B cleavage; 0% vehicle, 100% cell-free pure enzyme wells. 340,000 tested, 0.073% active. activation, % at 5.96 µM;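 active = activation above the mean of all tested compounds plus 3 SD, set per screening campaign, cut at about 17% in these data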
CHRM4 PAM = human M4 muscarinic receptor positive allosteric modulators, primary screen, CHO-K1 cells, Fluo-8 calcium fluorescence; Muscarinic acetylcholine receptor M4 (Homo sapiens), P08173; CHO-K1 hM4/Gqi5, ACh EC20; 0% = ACh EC20, 100% = maximal ACh; activation, % at 3 µM; 360,000 tested, 0.4% active; AID 624126, 2012;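 active = activation above its plate's cutoff, the mean activation of sample wells plus 3 SD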; also: some results filed as inactive read as strong as hits
Target sequence (P08173 whole entry, looked up): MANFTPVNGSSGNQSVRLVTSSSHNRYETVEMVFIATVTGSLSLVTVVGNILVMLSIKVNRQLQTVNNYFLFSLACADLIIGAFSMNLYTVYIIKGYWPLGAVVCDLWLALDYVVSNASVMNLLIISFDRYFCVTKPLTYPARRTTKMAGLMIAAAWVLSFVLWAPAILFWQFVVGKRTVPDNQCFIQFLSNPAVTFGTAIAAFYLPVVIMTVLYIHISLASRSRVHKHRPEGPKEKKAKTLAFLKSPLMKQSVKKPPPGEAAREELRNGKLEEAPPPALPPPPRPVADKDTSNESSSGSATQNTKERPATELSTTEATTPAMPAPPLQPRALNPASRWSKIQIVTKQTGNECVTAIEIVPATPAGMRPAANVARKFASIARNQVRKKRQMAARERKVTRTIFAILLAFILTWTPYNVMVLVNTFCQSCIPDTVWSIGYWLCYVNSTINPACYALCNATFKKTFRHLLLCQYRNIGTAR
pCIP destab = p/CIP-EGFP fusion destabilizers, primary screen, fluorescence, F442A cells. Q05BA5. 16 h. 290,000 tested, 0.01% active. decrease of EGFP signal, % at 10 µM. AID 1984, 2009;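 active = EGFP signal decrease of at least 30% at 10 µM or well 3 SD below plate mean, unless failing retest; inactive = the rest, including hits failing retest or dose response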; also: some compounds called inactive have numbers as strong as hits; many of its hits are not listed in these tables
* = called active by the depositor; ? = inconclusive; . = not tested or not shown; & = joins results of further samples. A portion of the library (hit frequency here may not be typical).

SMILES	CRFBP-R2 agonist	PHOSPHO1 inh	GalR3 antag	CRFR2-BP antag	MEKK3 PB1 HTS	IDE cell inh	IDE cell activ	CHRM4 PAM	pCIP destab
CCCCCCCCN=Cc1c(O)[nH]c(=O)[nH]c1=O	-1.0	27	-3	-17	105	2	.	2	0
CNC(=O)Oc1cccc2ccccc12	-0.8	-10	0	-6	99	7	5	4	-4
O=C1COc2ccc(C(=O)COC(=O)Cc3ccccc3)cc2N1	-2.3	.	-3	9	.	9	-1	6	.
CC/C(=N\NC(=O)c1ccccc1O)c1c(O)n(C2CCCCC2)c(=O)[nH]c1=O	-0.7	44	-9	10	104	-8	3	-2	-10
COc1ccccc1N1C(=O)NC(=O)/C(=C\c2cnn(-c3ccccc3)c2)C1=O	17	13	0	-38	98	7	-2	5	-16
COc1ccc2c3c1OC1C(=O)CC[C@@]4(O)[C@@H](C2)N(C)CC[C@]314 (stereo not given in full)	-0.3	.	-2	8	.	2	-1	10	.
CCn1c(O)c(/C=N/NC(=O)c2ccccc2)c(=O)n(CC)c1=S	14	19	-5	-2	102	2	.	-8	-6
CC1CN1P(=S)(c1ccccc1)N1CC1C (stereo not given)	-4.0	.	-5	13	.	.	0	7	.
O=C(CN1CCOCC1)c1ccc(Br)cc1	-0.5	16	-8	4	98	-4	-1	8	-6
CC1CCCCN1C(=O)Cn1cc(C=C2C(=O)N(C)C(=O)N(C)C2=O)c2ccccc21 (stereo not given)	27	33	0	-16	108	-4	3	1	-2
CCCNC(=O)N1[C@H]2CC[C@@H]1C(C(=O)OC)=C(c1ccccc1)C2	-2.7	.	-4	7	106	-4	2	5	.
COc1ccc(C2SCC(=O)Nc3c2c(C)nn3-c2ccccc2)cc1 (stereo not given)	0.8	15	-1	1	94	0	-1	3	4
Cc1nn(Cc2ccccc2Cl)c(C)c1C(=O)OCC(=O)N1CC(C)OC(C)C1 (stereo not given)	-3.1	-14	3	17	104	5	-1	7	3
CC(=O)Nc1ccc(OC(=O)N(C)C)cc1	1.9	6	-4	-5	103	-3	4	12	-2
Nc1ccc(C2(c3ccc(N)cc3)CN3CCC2CC3)cc1	-1.1	23	-3	5	99	-3	4	10	8
Cc1c(C(c2ccccc2Cl)c2c(O)c3ccccc3oc2=O)c(=O)n(-c2ccccc2)n1C (stereo not given)	-3.1	-18	5	11	103	2	-2	6	-28
O=Cc1c(C(=O)O)n(Cc2ccc(F)cc2Cl)c2ccccc12	2.7	22	-8	-8	100	.	-3	9	-6
COC(=O)C1=C(c2ccc(F)cc2F)C[C@@H]2CC[C@H]1N2C(=O)N1CCC(C)CC1	-1.1	.	-5	7	.	0	2	-4	.
CC(Cc1ccccc1Sc1ccccc1O)N(C)C (stereo not given)	-3.1	9	-6	-12	103	1	4	-25	-18
CCC(=NCc1ccco1)c1c(O)n(Cc2ccccc2)c(=O)[nH]c1=O	0.8	26	-2	-18	103	-2	1	5	-30
COc1cccc(C2C([N+](=O)[O-])=C(N)Oc3c2c(=O)oc2ccccc32)c1 (stereo not given)	0.0	26	-7	6	104	-4	2	0	-8
CC(C)(C)C(=O)N1Cc2cnnn2-c2ccccc2C1C#N (stereo not given)	-1.6	.	-1	-8	.	.	-1	3	.
CN(C)CCSCc1nnc2n1-c1ccc(Cl)cc1C(c1ccccc1Cl)=NC2	2.0	.	0	1	.	-1	-1	-13	.
COC(=O)C1=COC(C)C2CN3CCC4(C(=O)Nc5ccccc54)C3CC12 (stereo not given)	4.1	27	1	16	103	6	0	2	0
CC(C)CNP(=S)(c1ccccc1)C(C)(C)C (stereo not given)	-0.7	20	1	66*	106	-1	6	-7	-7
CCCCN1C(=O)/C(=C/c2ccc(N(C)C)cc2)C(=O)N(Cc2ccco2)C1=O	22	-15	-4	-13	100	4	-10	3	-17
Clc1cccc(Cl)c1C1N2CCCN12 (stereo not given)	-1.4	-7	5	-2	101	3	6	-4	-19
Cn1c(=O)c2nncnc2n(C)c1=O	0.0	10	2	-1	104	7	4	0	-2
OC12ONC(c3ccccn3)C1N1CCC2CC1 (stereo not given)	-2.0	-3	0	21	87	-1	1	-5	-3
Cc1ccc(/C=C2\C(=O)NC(=O)N(CC3CCCO3)C2=O)s1 (stereo not given)	0.8	22	16*	-25	94	-2	-1	-3	-5
CCOc1nc(NC(C)C)nc(N2CC3CC(C2)c2cccc(=O)n2C3)n1 (stereo not given)	-0.5	-8	-3	-2	99	-3	-1	2	-2
COCCNC(=O)N1[C@H]2CC[C@@H]1C(C(=O)OC)=C(c1ccc(OC(F)(F)F)cc1)C2	-0.3	.	-2	7	.	6	0	6	.
Cn1c(=O)[nH]c2nncnc2c1=O	-0.6	.	-2	10	.	-6	3	13	.
C/C(=N\Nc1cccc2ccccc12)c1c(O)n(Cc2ccccc2)c(=O)[nH]c1=O	3.4	-18	-4	-78	91	8	-7	4	0
CCOC(=O)C1(CCCc2ccccc2)CCN(C2CCCC2)CC1	-0.7	-9	-10	-33	106	-8	9	-15	-10
COC(=O)C1=C(c2ccc(S(C)(=O)=O)cc2)C[C@@H]2CC[C@H]1N2C(=O)NC(C)C	-0.1	.	-3	-1	102	4	-1	6	.
CC/C(=N\NC(=O)c1ccccc1O)c1c(O)n(Cc2ccccc2)c(=O)[nH]c1=O	2.7	28	10	21	110	1	3	5	0
O=[N+]([O-])c1cccc(CN2CCN(Cc3ccc(Cl)cc3)CC2)c1	0.7	20	-3	1	102	-3	4	-6	11
O=C1NC(=S)NC(=O)C1=Cc1cccn1-c1ccc(O)cc1	-0.5	1	-6	-6	100	.	-15	-6	-4
CCOC(=O)C1(c2ccccc2)CCN(CC(=O)Nc2ccc(C)cc2)CC1	0.9	19	-3	10	113	-1	4	-5	-4
CCOc1ccc(NC(=O)c2c(C)nn(Cc3ccccc3)c2Cl)cc1	-1.2	-11	-13	3	99	4	1	-2	-8
COP(=S)(OC)Oc1ccc(SC)c(C)c1	-3.3	.	-5	21	.	.	0	4	.
COc1ccc(CCNC2CCCCCC2)cc1	6.5	44	-8	-1	104	1	-5	-7	6
O=C(NCCO)c1nsnc1NCCCl	0.9	-3	.	-17	102	-1	4	4	10
CC(=O)OC1CCC2(C)C3CCC4(C)C(OC(C)=O)CCC4C3C(C)C2(O)C1 (stereo not given)	-2.6	.	-7	-8	.	.	3	-4	.
CCC(=NCC1CCCO1)c1c(O)n(Cc2ccccc2)c(=O)[nH]c1=O (stereo not given)	0.3	0	-1	-14	103	4	2	5	7
C1CCC2CCCCC2C1 (stereo not given)	-1.4	.	-3	-3	.	7	2	-10	.
CCOC(=O)CCN=Cc1c(O)n(-c2ccc(Br)cc2)c(=O)[nH]c1=O	1.3	-11	-4	5	101	1	0	-2	-17
O=c1[nH]c(=O)n(CCc2ccccc2)c(O)c1C=NCCCn1ccnc1	-0.1	-13	-4	-9	?	1	-4	11	-4
COc1ccc(C(C)=O)cc1CN1CC=C(c2ccccc2)CC1	0.9	6	.	-3	101	4	1	-8	4
CCN(CC)C(=O)c1ccc(NC(=O)c2c(C)noc2C)cc1	6.9	.	-4	2	.	-3	3	8	.
COc1cc(NC(=O)CN2C3CCC2CC(O)(c2cccnc2)C3)cc(OC)c1 (stereo not given)	1.4	-1	-2	2	105	1	0	-4	-10
Cc1nc2cc(-c3cccc(F)c3)nn2c(C)c1CCC(=O)N1CCC2(CC1)OCCO2	-2.0	24	-2	-7	103	-3	7	8	-6
C[C@H]1CCC/C=C/C2C[C@H](O)CC2[C@H](O)/C=C/C(=O)O1 (stereo not given in full)	-2.2	8	.	12	90	0	-2	7	17
Cc1cc(Oc2ccc(C(F)(F)F)cc2[N+](=O)[O-])c2c3c(c(=O)oc2c1)CCC3	2.2	-14	-3	0	85	2	-2	3	-2
c1cc(CNCCc2ccc3c(c2)OCO3)ccn1	3.7	39	-9	-8	103	-4	-1	-6	5
CCc1c(C)nc(N)nc1N1N=C1SCC#N	1.2	-3	-4	-5	106	2	2	2	-9
CN1C2CCC1CC(OC(=O)c1cc(Cl)cc(Cl)c1)C2 (stereo not given)	3.9	16	-5	-11	101	11	-1	-4	-5
CC(CCN1CC1)=NNC(=O)Nc1cccc2ccccc12	-0.2	.	-5	6	.	.	1	7	.
COc1ccccc1OP(=O)(Nc1ccc(Br)cc1)Oc1ccccc1OC	7.7	.	-8	-39	100	7	5	-9	11

Some of the entries so far, field by field.
Molecule: COc1cc(NC(=O)CN2C3CCC2CC(O)(c2cccnc2)C3)cc(OC)c1 (stereo not given)
  CRFBP-R2 agonist: 1.4
  PHOSPHO1 inh: -1
  GalR3 antag: -2
  CRFR2-BP antag: 2
  MEKK3 PB1 HTS: 105
  IDE cell inh: 1
  IDE cell activ: 0
  CHRM4 PAM: -4
  pCIP destab: -10

Molecule: Cc1nc2cc(-c3cccc(F)c3)nn2c(C)c1CCC(=O)N1CCC2(CC1)OCCO2
  CRFBP-R2 agonist: -2.0
  PHOSPHO1 inh: 24
  GalR3 antag: -2
  CRFR2-BP antag: -7
  MEKK3 PB1 HTS: 103
  IDE cell inh: -3
  IDE cell activ: 7
  CHRM4 PAM: 8
  pCIP destab: -6

Molecule: C[C@H]1CCC/C=C/C2C[C@H](O)CC2[C@H](O)/C=C/C(=O)O1 (stereo not given in full)
  CRFBP-R2 agonist: -2.2
  PHOSPHO1 inh: 8
  GalR3 antag: .
  CRFR2-BP antag: 12
  MEKK3 PB1 HTS: 90
  IDE cell inh: 0
  IDE cell activ: -2
  CHRM4 PAM: 7
  pCIP destab: 17

(cont.)
SMILES	CRFBP-R2 agonist	PHOSPHO1 inh	GalR3 antag	CRFR2-BP antag	MEKK3 PB1 HTS	IDE cell inh	IDE cell activ	CHRM4 PAM	pCIP destab
N=c1sccn1Cc1ccccc1F	2.7	33	-6	10	100	.	-3	5	4
CN1CCN(Cc2nnc3n2-c2ccc(Cl)cc2C(c2ccccc2)=NC3)CC1	3.6	13	-4	1	109	0	-2	8	-16
OC1/C(=C/c2ccc(F)cc2)N2CCC1CC2 (stereo not given)	-0.2	4	-3	6	85	2	1	5	-5
COC(=O)c1cc2c(s1)=NC=NP=2(N1CCOCC1)N1CCOCC1	1.5&0.8	-13	-3&-10	12&-23	103	-5	-6&-4	3&-2	-15
C[C@]12CC[C@H](O)CC1=CCC1C2CC[C@@]2(C)C1CC[C@@H]2OCc1ccccc1 (stereo not given in full)	-1.2	.	-3	0	.	0	0	0	.
CCCCC12CNCC(C)(CNC1)C2=O	-1.9	-21	-3	17	102	-3	8	7	-5
CNC(=S)N/N=C1\C2CN3CCN(C2)CC1(c1ccccc1)C3	-4.4	-10	2	20	88	-2	0	-5	-1
CC1(C)COC(Nc2ccc(Cl)cc2)=N1	-0.1	-19	-4	6	81	2	3	-5	0
COc1ccc(C(C)=O)cc1CC(C(=O)c1ccc(F)cc1)N(C)C (stereo not given)	0.1	6	5	0	113	2	1	7	-12
CC1CCCCC1NC(=O)CNC(=S)N1CC2CC(C1)c1cccc(=O)n1C2 (stereo not given)	2.9	1	-7	-9	100	0	2	10	-10
C[C@@H]1CN([C@@H](C)CO)C(=O)CCCn2nncc2CO[C@@H]1CN(C)C(=O)Oc1cccc2ccccc12	2.0	.	-8	-2	.	.	.	5	.
